Integrin act MD: integrin-mediated muscular dystrophy alleviation activation | alpha7betagal myoblasts, beta-gal FDG fluorescence, 48 h | Potency, µM (series often up to 38.3 µM), for the others: top-dose activation, usual class: activators | 0.064% of 350,000 active;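 further: potency means the concentration at half of the fitted maximal effect; 100% = response of the positive control SU9516; nearly all actives have a fitted effect of over 60% in size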
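alpha7betagal+/- myoblasts (passage 13, 250/well) treated 48 h at 37C with compounds at 1:260 dilution of DMSO stock. Lysed, then beta-galactosidase activity read as FDG fluorescence (ex 480/em 540) after 30 min, with pre-read for autofluorescence.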
MBNL1-CUG inh: MBNL1-poly(CUG) RNA binding inhibition | TR-FRET MBNL1-His/biotin-(CUG)12 binding, 665/545 ratio | Potency, µM (highest dose often 57.5 µM), inactives show at the highest dose activity change, negative = inhibition, hits mostly inhibitors | 0.036% of 280,000 active | AID 2675; active means well fitted inhibition curve with a large enough effect in the signal ratio, with a control signal flat, not every such curve was filed as active; inconclusive means small, poorly fitted or top-dose-only effect, or effect the other way, or a change in a side signal; inactive means no such curve, though single readings can be large or run the other way; the % refers to the signal ratio; further: potency means the concentration at half of the fitted maximal effect; on the % scale 0 is the no-effect control and ±100 the full control effect
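Ratiometric TR-FRET (665 over 545 nm, excitation 340 nm) tracks disruption of MBNL1-His/biotin-(CUG)12 complex after 60 min at room temperature, with compounds at 92 nM to 58 uM final.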
KCNH2 3.1 block: KCNH2 3.1 (human) potassium channel inhibition | U2OS KCNH2 3.1, thallium flux FluxOr; stronger effect = lower value | activity change, % (tested at about 1.8 µM) | 0.95% of 340,000 active;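 active means maximum activity change below -70%; inconclusive means maximum activity change from -70% to -50%; inactive means maximum activity change above -50%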;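 further: thallium influx rate constant from kinetic fluorescence after stimulation buffer; on the % scale 0 is the no-effect control and ±100 the full control effect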
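Thallium flux read-out: FluxOr dye with Red40 quencher in HBSS/HEPES, 45 min at RT. Rate constants from kinetic reads were normalized to positive and negative DMSO controls. Cells: U2OS virally expressing the 3.1 isoform.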
GALK inh: inhibitors of human galactokinase; P51570; Purified GALK, Kinase-Glo residual ATP luminescence; Potency, µM (series often up to 57.5 µM), for the others: at the highest dose activity change, negative = inhibition, most hits filed as inhibitors; 0.007% of 270,000 active; AID 1868; further: potency means the concentration at half of the fitted maximal effect; on the % scale 0 is the no-effect control and ±100 the full control effect
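Kinase-Glo Plus luminescence measured ATP left after a 1 h room-temperature reaction. The reaction used 5 nM GALK, 100 uM galactose and 35 uM ATP at pH 8.0 (20 mM HEPES, 5 mM MgCl2, 60 mM NaCl, 1 mM DTT, 0.01% BSA).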
TRPV1 ag: agonists of human vanilloid receptor 1 (TRPV1); 0.19% of 320,000 active; AID 540275; TRPV1-expressing cells, Fluo-8 calcium influx, agonist mode; activation, % at 8.33 µM; in the data active means activation above about 80%; inconclusive means between about 30% and that limit; further: 0% is about no effect
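TRPV1-expressing cells were cultured overnight at 35.5C and loaded with Fluo-8 calcium dye for 40 to 90 min at room temperature. After a 10 s baseline, compound was added and calcium influx was read kinetically for 3 min (ex 480/em 520 nm).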
Coupling enz: counter-screen for Giardia aldolase inhibitors: coupling enzyme system; coupling enzyme system counterscreen, AmpLite Red fluorescence; AID 2472; 0.67% of 290,000 active; activity change, negative = inhibition, % at 58.2 µM, hits read low; in the data active means activity change below about -30%; further: on the % scale 0 is the no-effect control and ±100 the full control effect
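First, compound is pin-transferred into glyceraldehyde-3-phosphate coupling-enzyme reagent at 57.5 uM final and held 10 min at RT. Next, substrate, coupling system and AmpLite Red are added. After 20 min RT, fluorescence (525/598 nm) is read.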
hERG WT inh: KCNH2 (human, wildtype) channel inhibition; Q12809; U2OS, BacMam KCNH2, thallium flux FluxOr; stronger effect = lower value; activity change, % at 1.84 µM; 0.37% of 340,000 active; AID 720551;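 active means maximum activity change below -70%; inconclusive means maximum activity change between -70% and -50%; inactive means maximum activity change above -50%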; further: on the % scale 0 is the no-effect control and ±100 the full control effect
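U2OS cells were transduced with wild-type KCNH2 virus (2.03 x 10^8 / mL) for 4 h at room temperature, then cultured overnight at 37 C. Thallium flux was read with FluxOr dye. Rate constants were normalized to DMSO controls.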
ASM inhibitor: human S-ASM enzyme inhibition | P17405 | placental ASM, HMU-PC fluorogenic substrate, 60 min | Potency, µM (titrated, usually from 57.5 µM), for the others: at the highest dose activity change, negative = inhibition, most hits filed as inhibitors | 0.006% of 340,000 active; further: potency means the concentration at half of the fitted maximal effect
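Human placenta-derived ASM enzyme was preincubated with compound for 10 minutes at room temperature, then given fluorogenic substrate HMU-PC0 (9 uM final) for 60 minutes at 37 °C; a pH 10 stop preceded fluorescence reading at Ex 386/Em 447 nm.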
MLL CXXC-DNA inh: inhibitors of human MLL CXXC domain-DNA interaction. Q03164. MLL-CXXC / FITC-HOXA9 DNA fluorescence polarization. Potency, µM (highest dose often 115 µM), for the others: at the top dose activity change, negative = inhibition, usual class: inhibitors. 0.037% of 290,000 active; active means well fitted inhibition curve with a large enough effect in the polarisation, with a control signal flat, not every such curve was filed as active; inconclusive means small, poorly fitted or top-dose-only effect, or effect the other way, or a change in a side signal; inactive means no such curve, though single readings can be large or run the other way; the % refers to the polarisation; further: potency means the concentration at half of the fitted maximal effect
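Purified MLL-CXXC (added from a 7 uM solution) was preincubated 5 min at ambient with pinned compounds in 50 mM Tris-HCl pH 7.5, 50 mM NaCl, 1 mM DTT, 0.05% BSA. Fluorescein-labeled HOX-A9 DNA (50 nM solution) followed, 30 min, then polarization read.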
A-T KAP1 phos: potential ataxia-telangiectasia treatments restoring KAP-1 phosphorylation | […] A-T fibroblasts, KAP-1 phosphorylation AlphaLISA; neocarzinostatin DNA damage 30 min before lysis | Potency, µM (highest dose often 57.5 µM), without a hit: at the highest dose activation, most hits filed as activators | 0.19% of 320,000 active | AID 485349; further: potency means the concentration at half of the fitted maximal effect; % of control where 0% means no effect; nearly all actives have a fitted effect of over 45% in size
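hTERT-immortalized A-T patient fibroblasts ([…]), 500 cells/well in OPTI-MEM, 1% FBS, got compounds for 60 min, then NCS for 30 min at 37C. Lysates were then assayed for phospho-KAP-1 by AlphaLISA (anti-pKAP1 donor, anti-KAP1 acceptor beads), 6 hr at 25C.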
The depositor's hits bear a star; u = inconclusive; x = not tested or not shown; [ ] = dose if it differs, or a comment. Unless noted, the call rests on the fitted dose curve; in most records, active means well fitted curve in the direction sought with a large enough effect; inconclusive means small, poorly fitted or top-dose-only effect, or another doubt; inactive means no such curve, though single readings can be large; an effect the other way counts as inactive or inconclusive. Random draw from the library. Share with any hit: about 2%.

#	structure	Integrin act MD	MBNL1-CUG inh	KCNH2 3.1 block	GALK inh	TRPV1 ag	Coupling enz	hERG WT inh	ASM inhibitor	MLL CXXC-DNA inh	A-T KAP1 phos
1	CCN1C(=O)N[C@@H](c2cccc(F)c2)C(C(=O)OC)=C1C	-4%	x	-5	x	x	0	4	-1%	x	x
2	CC(C)C(NCc1c(Cl)cccc1Cl)C(=O)O (stereo not given)	-3%[7.66 µM]	-8%	14	2%	1	1	0	-2%	11%	-15%
3	COC(=O)C1C2C=CC3(CN(c4ccc(Cl)c(F)c4)C(=O)C13)O2 (stereo not given)	-8%	-12%	2	-3%	-1	0	-3	0%	-1%	-16%
4	COc1cc(-c2nnc(SCC(=O)N3CCOCC3)o2)cc(OC)c1OC	-7%	-3%	7	-5%	1	0	5	-1%	-1%	-10%
5	S=C(Nc1ccc(Oc2ccccc2)cc1)N(CCCN1CCOCC1)Cc1ccccn1	3%	-6%	18	8%	10	0	15	2%	7%	-2%
6	O=c1oc2ccc([N+](=O)[O-])cc2c(N2CCOCC2)c1[N+](=O)[O-]	x	x	x	10%	-2	10	x	x	4%	-4%
7	Cc1ccc(C(=O)ONc2ccc(N=NC(=O)c3ccccc3O)cc2)cc1	10%	-3%	5	2%	-6	-15	0	-1%	37%[activator]	x
8	O=C(CN1C(=O)NC2(CCCC2)C1=O)OCCOc1ccc(Cl)cc1	11%	x	-2	x	0	x	-2	-4%	x	5%
9	C/C(=N\Nc1cccc(C(=O)O)c1)c1cc2ccccc2o1	u	u	4	1%	3	-3	-3	2%	13%	-12%
10	CN(C)c1ccc(NC(=O)c2ccncc2)c2ccccc12	-3%	u	4	1%	u	-5	5	0%	8%	2%
11	Cc1n[nH]c(C)c1S(=O)(=O)N1CCCC(C(=O)Nc2nccs2)C1 (stereo not given)	8%	-3%	-2	2%	6	4	-6	-6%	-7%	x
12	O=C(CC1SCCNC1=O)Nc1cccc(Cl)c1 (stereo not given)	7%	-26%	-20	0%	3	-2	-6	0%	4%	10%
13	COc1cccc(CNC(=O)CCC2CCCN(C(=O)c3cccc4c(C)c(C)[nH]c34)C2)c1 (stereo not given)	-23%	13%	5	1%	3	3	2	12%	4%	0%
14	CCC(CC)C(=O)OCC(=O)C1(O)CCC2C3CCC4=CC(=O)CCC4(C)C3C(O)CC21C (stereo not given)	8%	x	-11	x	x	x	3	-1%	x	x
15	Cc1ccc(C)c(NC(=O)CN(C)C(=O)CCN2C(=O)c3ccccc3C2=O)c1	-7%	17%	-2	0%	2	2	-14	-1%	-1%	0%
16	CCCCN1C[C@H](CO)Oc2cccc(F)c2S1(=O)=O	23%	x	1	x	x	x	-21	-5%	x	x
17	CCCCC(=O)NC(c1ccc(Cl)cc1)c1ccc2cccnc2c1O (stereo not given)	-23%	x	-24	x	x	x	7	5%	x	x
18	COc1c(O)ccc(C2NC(=O)NC(C)=C2C(=O)Nc2ccccc2C)c1[N+](=O)[O-] (stereo not given)	4%	0%	-7	-4%	1	-2	0	3%	1%	3%
19	COc1cc2cc3c(N)c(C(=O)NCc4ccco4)sc3nc2cc1OC	-37%[inhibitor]	u	8	2%	3	1	6	-16%	3%	-2%
20	N#C/C(=C\c1ccc(OCc2ccccc2)cc1)C(N)=O	4%	u	14	-1%	2	0	4	4%	5%	-4%
21	CCN1CCN(CCNC(=O)c2ccc(CS(=O)c3ccc(Br)cc3)o2)CC1 (stereo not given)	-9%	-1%	1	-3%	1	x	17	5%	13%	x
22	CCN(Cc1ccccc1)C(c1cccs1)c1nnnn1C1CCCCC1 (stereo not given)	-13%	6%	-13	-3%	16	-3	-3	-4%	6%	7%
23	COc1ccc(OCC(=O)N/N=C/c2ccsc2)cc1	-17%	-2%	-10	0%	-1	0	-13	0%	-4%	1%
24	O=C(COc1ccc(S(=O)(=O)NC2CCCC2)cc1)N1CCCCCC1	-11%	1%	6	0%	1	1	-9	1%	4%	-1%
25	COc1ccc(S(=O)(=O)N2CCCCC2)cc1N(C)S(=O)(=O)c1ccccc1	1%	-3%	-8	0%	15	2	-2	3%	-5%	0%
26	COCCn1c(Cc2ccccc2)nnc1SCC(=O)Nc1ccccc1	21%	-12%	3	-1%	2	0	-22	6%	-4%	-1%
27	C#CCNC(=O)C1=C[C@@H](c2ccc(Br)cc2)[C@H](CCCO)[C@@H](OCC)O1	-6%	-6%	3	2%	4	11	-5	-1%	u	7%
28	NS(=O)(=O)c1ccc(CCNC(=O)CSc2nc3ccsc3c(=O)n2C2CC2)cc1	-5%	-13%	10	-2%	12	3	15	-2%	6%	-2%
29	CC(=O)Nc1ccc2c(c1)N(C(C)=O)c1ccccc1CC2	-1%	23%	-3	-2%	25	-6	1	5%	-3%	-3%
30	CC1=NN(C(=O)c2ccccc2C)C(O)(c2ccc(Cl)cc2)C1 (stereo not given)	-23%	-7%	18	1%	1	3	-5	-1%	8%	-19%
31	O=c1c(C=Nc2ccc(Cl)cc2)c[nH]n1-c1cccc(Cl)n1	u	4%	3	-1%	0	5	6	3%	32%[activator]	5%
32	CCOc1ccc(Nc2nc(N)c([N+](=O)[O-])c(N3CCN(CC)CC3)n2)cc1	-37%	-3%	u	0%	2	-1	18	-9%	3%	30%
33	Cc1cccn2c(=O)nc(SCC(=O)NC3CCCC3)nc12	-16%	x	-9	x	-1	x	-8	4%	x	9%
34	N#CCCCCN1c2cccc3cccc(c23)S1(=O)=O	7%	u	30	-2%	-1	1	10	77%[activator]	0%	3%
35	Cc1cc(C)cc(NC(=S)NC(=O)C2CC2)c1	-6%	0%	21	1%	4	x	-4	1%	-3%	18%
36	c1ccc(-c2oc3ncnc(NCCN4CCOCC4)c3c2-c2ccccc2)cc1	6%	10%	u	0%	u	-2	3	2%	-3%	-9%
37	CN(C(=O)CN1C(=O)S/C(=C\c2ccccc2F)C1=O)C1CCS(=O)(=O)C1 (stereo not given)	u	9%	5	-5%	0	-1	2	-1%	14%	1%
38	Cc1ccc(C(=O)N2CCN(Cc3ccccc3)CC2)o1	18%	-5%	4	2%	27	4	30	3%	-7%	6%
39	Clc1ccc(CNCCCSc2ncccn2)cc1Cl	-27%	-6%	-11	x	2	0	52	-1%	6%	-13%
40	CCOc1ccc(CCN2C(=S)N([C@@H](CC(C)C)CN3CCCC3CN3C(=S)NC[C@@H]3Cc3ccc(O)cc3)C[C@@H]2Cc2ccccc2)cc1 (stereo not given in full)	-14%	x	-18	x	x	x	-13	-18%	x	x
41	CCOC(=O)C1CCN(C2CCN(C(=O)c3oc4c(C)c(C)ccc4c3C)CC2)CC1	-14%	10%	-36	-3%	-1	x	-11	1%	5%	8%
42	C[C@H](NC(=O)c1ccccc1)C(=O)OCC(=O)c1c[nH]c2ccccc12	-29%	x	-5	x	2	x	-9	0%	x	12%
43	CCc1ccc(NC(=O)CSc2nc3ncc(Br)cc3[nH]2)cc1	-6%	-8%	12	7%	10	0	-16	-5%	14%	4%
44	C(#CC1CCCCC1)c1ccc2c(c1)COc1c3ccccc3nn1-2	-27%	-4%	-7	-5%	24	0	-5	1%	-12%	5%
45	O=C(CSc1ncn[nH]1)Nc1ccc(Br)cc1Br	14%	x	-1	x	x	x	2	2%	x	6%
46	COc1ccccc1NS(=O)(=O)c1cccc(C(=O)N/N=C/c2ccc([N+](=O)[O-])o2)c1	-48%[inhibitor]	x	-2	x	4	x	7	-8%	x	-1%
47	CCc1ccc(CCC(=O)Nc2ccccc2C(=O)O)o1	-13%	-10%	13	-1%	-1	1	7	3%	80%[activator]	-2%
48	CC(C(=O)NCC(=O)Nc1ccc(F)c(F)c1F)N1CCN(c2ccc(O)cc2)CC1 (stereo not given)	-34%	x	-4	x	0	x	-2	6%	x	-3%
49	O=C(c1cc(Br)ccc1Cl)N1CCN(c2ncccn2)CC1	9%	-6%	8	6%	6	-1	-17	-2%	17%	-3%
